# Screening data from PubChem.
# M18AAP inhibitor: PfM18AAP inhibitors, malaria aminopeptidase, primary screen, biochemical, QFRET, recombinant enzyme; AID 1822, 2009; inhibition, % at 7.35 µM; 290,000 compounds, 1.2% hits; M18 aspartyl aminopeptidase (Plasmodium falciparum 3D7); H-Glu-NHMec fluorogenic cleavage;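 active = inhibition above the campaign mean inhibition over all tested compounds plus 3 SD, cut at about 28% in these data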;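 also: 0% = plate median of test compound wells and 100% = 2 mM ZnCl2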
# MEKK2 mut-MEK5: MEK5 binding signal on mutant MEKK2 PB1, primary screen, biochemical, multiplex bead flow cytometry, Alexa488-MEK5; 290,000 compounds, 0.35% hits; percent response, % at 10 µM; Alexa488-MEK5 binding to MEKK2 mutant; in the data active = percent response above about 24%, passing the limit was not always enough; also: inactives centre near 1; some results filed as inactive read as strong as hits
# V1aR counter: agonists of human V1a receptor, primary screen, counter-screen for OXTR agonist project, fluorescence, CHO-V1R cells | activation, % at 3 µM | Fluo-8 calcium fluorescence, agonist mode; 0% DMSO, 100% 3 nM vasopressin | AID 2797, 2010 | 320,000 compounds, 0.25% hits | Vasopressin V1a receptor (Homo sapiens), P37288;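 active = activation above the mean activation of all tested compounds plus 3 SD, per screening run, cut at about 20% in these data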;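 also: signal is peak over basal fluorescence ratio across a 100 second FLIPR read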
# Target sequence (P37288 whole entry, looked up): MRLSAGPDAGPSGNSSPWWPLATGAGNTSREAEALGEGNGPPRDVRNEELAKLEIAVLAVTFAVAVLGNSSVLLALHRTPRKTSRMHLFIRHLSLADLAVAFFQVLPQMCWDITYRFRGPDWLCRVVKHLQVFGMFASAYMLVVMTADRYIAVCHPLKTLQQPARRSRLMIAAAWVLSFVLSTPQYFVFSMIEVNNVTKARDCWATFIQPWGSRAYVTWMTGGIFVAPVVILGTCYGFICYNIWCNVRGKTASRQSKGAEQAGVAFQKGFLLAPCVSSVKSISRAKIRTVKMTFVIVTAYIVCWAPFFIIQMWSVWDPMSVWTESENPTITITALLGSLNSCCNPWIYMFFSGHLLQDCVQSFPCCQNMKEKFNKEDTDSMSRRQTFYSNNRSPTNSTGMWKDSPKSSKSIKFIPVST
# MEKK2 WT-MEK5: modulators of MEK5 binding to wildtype MEKK2, primary screen, biochemical, multiplex bead flow cytometry, Alexa488-MEK5; Mitogen-activated protein kinase kinase kinase 2 (Homo sapiens), Q9Y2U5; 290,000 compounds, 1.1% hits; binding response (% of control), % at 10 µM; Alexa488-MEK5 binding to MEKK2 WT; actives lie on both sides; in the data active = binding response below about 67% or above about 130%
# OXTR potentiator: human OXTR potentiators, primary screen, fluorescence, CHO-OTR cells, Fluo-8 calcium. Oxytocin receptor (Homo sapiens), P30559. Fluo-8 calcium fluorescence, potentiator mode; 0% = oxytocin EC15, 100% = EC100. activation, % at 3 µM. 320,000 compounds, 0.061% hits;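 active = activation above that plate's cutoff, the mean activation of tested compounds plus 3 SD, cut at about 6.6% in these data, passing the limit was not always enough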;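 also: 100% uses oxytocin at 75 nM as the full agonist control; some results filed as inactive read as strong as hits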
#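 assay system = CHO-OTR cells, human receptor | schedule = compound 6 min at room temperature before oxytocin, 100 s read | detection = Fluo-8 intracellular calcium fluorescence, ex 470-495, em 515-575 nm | evaluation = normalized max/min fluorescence ratio, % activation | control set = EC15 oxytocin alone as 0%, 75 nM oxytocin (EC100) as 100%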
# NALP1 yeast inh: NALP1 inflammasome inhibitors in reconstituted yeast, colorimetric, S. cerevisiae, triplicate retest. S. cerevisiae NALP1/ASC/caspase-1 growth, X-gal OD620, 72 h. 280,000 compounds, 0.61% hits. inhibition, % at 10 µM. AID 2071, 2009; in the data active = inhibition mostly above about 24%, no sharp cut-off; inactive = mostly below about 32%; also: some compounds called inactive have numbers as strong as hits
# OXTR agonist: human OXTR agonists, primary screen, fluorescence, CHO-OTR cells, Fluo-8 calcium. Fluo-8 calcium fluorescence; normalized: DMSO 0%, oxytocin 100%. activation, % at 3 µM. 320,000 compounds, 0.32% hits. Oxytocin receptor (Homo sapiens), P30559. AID 2435, 2010;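 active = activation above the mean of all tested compounds plus 3 SD, cutoff set per screening run, cut at about 20% in these data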;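 also: peak over basal fluorescence ratio from a 100 s FLIPR kinetic read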
# GPR7 antag: GPR7 receptor antagonists, primary screen, cell-based, fluorescence, single concentration; 290,000 compounds, 1.1% hits; GPR7-expressing cells, fluorescence antagonist assay; inhibition, % at 4.4 µM; Neuropeptides B/W receptor type 1 (Homo sapiens), P48145; in the data active = inhibition above about 16%, passing the limit was not always enough;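 also: cells stimulated with the agonist NPW; 0% = agonist with vehicle and 100% = vehicle without agonist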
# Target sequence (P48145 whole entry, looked up): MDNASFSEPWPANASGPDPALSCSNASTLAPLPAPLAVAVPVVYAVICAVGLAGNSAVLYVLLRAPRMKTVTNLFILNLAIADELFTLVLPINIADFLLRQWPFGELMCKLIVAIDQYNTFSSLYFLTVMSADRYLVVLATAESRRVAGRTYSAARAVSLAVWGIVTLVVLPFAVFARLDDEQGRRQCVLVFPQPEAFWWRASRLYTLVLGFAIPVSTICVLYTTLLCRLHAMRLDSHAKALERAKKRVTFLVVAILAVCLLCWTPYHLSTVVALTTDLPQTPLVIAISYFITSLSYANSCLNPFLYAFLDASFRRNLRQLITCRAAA
# GalR3 antagonist: GalR3 antagonists in HEK293 cells, primary screen, cell-based, fluorescence readout; Galanin receptor type 3 (Homo sapiens), O60755; HEK293 GalR3-CNG cAMP membrane potential fluorescence; galR3 body fused to GalR1 C-terminus; inhibition, % at 3 µM; 360,000 compounds, 0.44% hits; AID 651719, 2012;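 active = inhibition above the screen-wide average plus 3 SD, cut at about 13% in these data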;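 also: forskolin and galanin both at EC90 stimulate the cells; cAMP rise reported by CNG channel membrane potential dye signal; 0% = forskolin plus galanin with DMSO and 100% = forskolin alone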
# Target sequence (O60755 1-299 limits assumed): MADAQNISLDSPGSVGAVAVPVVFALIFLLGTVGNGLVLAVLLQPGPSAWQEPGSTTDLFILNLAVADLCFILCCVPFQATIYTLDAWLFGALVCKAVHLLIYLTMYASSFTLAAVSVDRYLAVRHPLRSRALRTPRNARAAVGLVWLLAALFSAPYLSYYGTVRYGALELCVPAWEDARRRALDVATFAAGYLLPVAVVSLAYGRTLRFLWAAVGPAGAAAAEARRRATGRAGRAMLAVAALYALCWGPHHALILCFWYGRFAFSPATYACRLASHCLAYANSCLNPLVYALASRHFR
# The depositor's hits bear a star; x = no result given. Random draw from the library. About 4.1% of those tested had a hit in this group.
compound	MEKK2 WT-MEK5	MEKK2 mut-MEK5	M18AAP inhibitor	NALP1 yeast inh	OXTR agonist	GalR3 antagonist	GPR7 antag	V1aR counter	OXTR potentiator
Nc1ncc(Br)cc1S(=O)(=O)Nc1cc(C(F)(F)F)cc(C(F)(F)F)c1	88	-2	-3	13	9.0	-6	20	12	-10
Cc1c(CN2CCCC(C(=O)c3cccc(OC(C)C)c3)C2)c(=O)n(-c2ccccc2)n1C (configuration not stated)	100	-2	-13	10	-0.7	-5	-4	0.3	4
Cc1cccc(C(C)C)c1NC(=O)C(C)OC(=O)Cc1n[nH]c(=O)c2ccccc12 (configuration not stated)	x	x	x	x	-1.2	-2	x	-0.8	6
O=c1[nH]c2ccccc2c(O)c1-c1ccccc1	100	3	x	-6	-0.2	-1	x	-0.7	8
COc1cc(C(=O)OCC(=O)NC2CCCCC2)cc2c1OCCO2	x	x	x	x	0.6	-2	x	0.5	2
CC(=O)NNc1ncnc2c1cnn2-c1ccc(C)c(C)c1	100	-1	10	7	1.6	-7	4	0.7	0
COc1cc(NC(=O)N2CCOCC2)cc(OC)c1	101	2	5	11	-0.4	-4	-4	0.8	-8
O=C(NCCc1ccccc1)C(c1ccc(F)cc1)N(C(=O)c1csnn1)C1CC1 (configuration not stated)	96	0	-1	-1	0.4	-2	17	-0.5	-1
CCOc1ccc(N2Cc3ncccc3C2=O)cc1	100	3	1	20	-0.5	-2	-2	-0.2	-5
COc1cc(NC(=O)Cn2c(=O)n(CC3CCCO3)c(=O)c3cc(OC)c(OC)cc32)cc(OC)c1 (configuration not stated)	105	3	-4	20	-0.5	6	-5	-0.5	-3
O=C1CC(NCC2CCCO2)C(=O)N1c1ccc(Cl)cc1 (configuration not stated)	84	-14	-15	15	0.2	-4	-12	-0.3	-8
c1csc(-c2nc3ccccn3c2NC2CCCCC2)c1	97	-4	0	-1	-3.0	-7	-5	-1.2	-8
Cc1nc([N+](=O)[O-])cn1CC(=O)Nc1ccc(F)c(Cl)c1	101	2	0	9	1.3	-9	-3	0.6	2
Cc1noc(C)c1COc1ccccc1C(=O)NCCOc1ccccc1F	x	x	x	x	-1.3	-4	x	1.2	-5
O=C(OCC(O)COc1ccccc1)c1ccc([N+](=O)[O-])cc1 (configuration not stated)	111	11	-7	1	1.0	-10	16	3.4	-7
Cc1ccc(-n2ccc(=O)c(C(=O)Nc3ccc(S(=O)(=O)Nc4nccc(C)n4)cc3)n2)cc1	101	1	3	13	-1.3	-8	1	0.9	-3
Nc1nonc1C(=O)OCC(=O)N1CCOCC1	102	4	6	5	1.2	-5	-10	0.2	1
CCc1ccc(CNC(=O)C2CCN(S(=O)(=O)N3CC(C)CC(C)C3)CC2)cc1 (configuration not stated)	102	0	-1	16	0.5	-6	3	1.8	-8
COc1cccc(N(C(=O)c2ccco2)c2nc(-c3sc(NC(=O)c4ccco4)nc3C)cs2)c1	102	1	4	-4	-1.5	-2	-11	-0.8	-9
COc1cc(C2NC(=S)NC(c3ccccc3)=C2C(C)=O)ccc1O (configuration not stated)	103	8	10	0	0.8	9	-23	0.0	-6
Cc1ccc(OCC(=O)NCc2ccco2)c([N+](=O)[O-])n1	110	6	4	0	1.1	-1	-1	0.6	-6
Cc1cc(N2CCCCC2C)nc(-c2ccccc2O)n1 (configuration not stated)	100	2	3	-22	-1.6	2	-18	-0.7	1
CN(c1ccccc1)c1nc(N)c([N+](=O)[O-])c(Nc2ccccc2)n1	90	-6	11	21	-0.4	-6	-41	0.4	-15
CC(C)(C#N)C(C)(C)c1nn[nH]n1	99	2	0	6	0.5	-8	-4	0.3	1
O=[N+]([O-])c1cccc(OCCCN2CCC(Cc3ccccc3)CC2)c1	135	10	-10	x	4.2	-13	8	8.9	-1

# Quoted at random: 3 entries already listed
compound	MEKK2 WT-MEK5	MEKK2 mut-MEK5	M18AAP inhibitor	NALP1 yeast inh	OXTR agonist	GalR3 antagonist	GPR7 antag	V1aR counter	OXTR potentiator
CCc1ccc(CNC(=O)C2CCN(S(=O)(=O)N3CC(C)CC(C)C3)CC2)cc1 (configuration not stated)	102	0	-1	16	0.5	-6	3	1.8	-8
Cc1ccc(-n2ccc(=O)c(C(=O)Nc3ccc(S(=O)(=O)Nc4nccc(C)n4)cc3)n2)cc1	101	1	3	13	-1.3	-8	1	0.9	-3
CCOc1ccc(N2Cc3ncccc3C2=O)cc1	100	3	1	20	-0.5	-2	-2	-0.2	-5

# Additional structures follow.
compound	MEKK2 WT-MEK5	MEKK2 mut-MEK5	M18AAP inhibitor	NALP1 yeast inh	OXTR agonist	GalR3 antagonist	GPR7 antag	V1aR counter	OXTR potentiator
O=C(O)c1cc(C2CC2)nn1-c1ccccc1	103	2	10	8	1.4	1	-6	4.6	-18
Cc1nn(-c2ccccc2)c(NC(=O)c2cccs2)c(-c2ccccc2Cl)c1=O	103	-4	-5	14	-1.1	4	-7	-2.4	-11
CCOC(=O)CSc1nnc(-c2ccc3ncccc3c2)n1C	80	-14	0	x	-0.3	-6	7	-2.0	-8
COc1ccc(CCCc2nnc(SCC(=O)Nc3ncc(C)s3)o2)cc1	97	3	1	6	-0.4	-4	18	-0.2	-18
COc1cc2cc(C(c3nnnn3C(C)(C)C)N3CCc4ccccc4C3)c(=O)[nH]c2cc1OC (configuration not stated)	111	9	3	18	-0.7	-2	-6	0.3	1
CCCc1nc(NCC2CCCO2)c2nnn(Cc3ccccc3)c2n1 (configuration not stated)	98	8	4	-2	-2.4	1	-13	-1.0	-4
CCOC(=O)c1[nH]c(C)c(/C=N/O)c1C	99	-3	-1	24	0.3	0	-5	0.5	-12
CCN(C[C@H]1N[C@@](CC)(C(=O)OC)[C@H]2C(=O)N(C)C(=O)[C@@H]12)C(=O)Nc1ccccc1	x	x	x	x	1.0	-4	x	1.1	-2
COc1cccc(/C=N/NC(=O)c2c(-c3ccccc3)noc2C)c1OC	111	10	1	12	0.3	0	2	2.6	-5
COc1ccc(S(=O)(=O)N(C)CC(=O)Nc2ccc(C)cc2)cc1OC	101	1	2	16	-0.6	-1	-12	2.8	-10
Cc1ccc(Cl)cc1NS(=O)(=O)c1ccc(-n2cccn2)cc1	96	2	2	0	2.0	1	-2	2.5	-10
O=C(CN1C(=O)CSc2ccc(C(F)(F)F)cc21)Nc1ccccc1	93	-5	-5	4	5.9	0	11	5.2	-5
CCCOc1ccc(Cn2c(=O)oc3ccc(C)cc32)cc1OC	96	-3	8	6	-1.6	14*	7	-0.7	-15
Cc1ccc(NC(=O)c2cc(=O)c3ccccc3o2)c(C)c1	106	13	1	33	0.7	-2	-3	0.6	-4
CN(C)c1ccnc(Oc2ccc(C(C)(C)C)cc2)c1C#N	104	3	2	28	-1.5	-3	-1	-1.2	-12
Cc1ncc([N+](=O)[O-])n1S(=O)(=O)c1cc(Br)ccc1Br	107	4	-13	24	0.6	-1	-2	-0.2	-6
Cc1cc(C)n(-c2ncc(C#N)cn2)n1	105	4	5	-2	11	-6	-10	0.8	-15
COc1cc2c(cc1NC(=O)c1ccco1)CCCC2	110	11	-3	4	-0.9	-8	-1	-0.7	-2
Cc1cc(C)cc(OCC(=O)OCC(=O)NCCC2=CCCCC2)c1	93	-7	-11	30	-2.5	0	-3	-0.5	-4
CCOc1cccc2cc(C(=O)NCc3cccnc3)c(=O)oc12	99	0	-7	22	-0.9	-5	-3	0.3	4
COc1ccc(C(=O)Nc2cccc(S(C)(=O)=O)c2)cc1	107	2	-4	-1	-0.1	-7	-14	-0.3	-1
O=C(NNc1ccccn1)c1ccc(Cl)nc1	106	1	16	30	-0.5	-1	-11	-0.7	-13
O=C(CNC(=O)C1COc2ccccc2O1)N/N=C\c1ccccc1Cl (configuration not stated)	101	3	6	-2	4.8	2	-7	8.5	-10
Cc1ccc2[nH]cc(CCNC(=O)c3ccc([N+](=O)[O-])cc3)c2c1	92	0	6	33	-0.1	-6	25*	-0.1	-6
COc1cc(/C=N/NC2=NS(=O)(=O)c3ccccc32)ccc1OC(C)=O	105	6	2	-27	0.1	-9	-17	1.4	-3

# For reference, three of the compounds above:
compound	MEKK2 WT-MEK5	MEKK2 mut-MEK5	M18AAP inhibitor	NALP1 yeast inh	OXTR agonist	GalR3 antagonist	GPR7 antag	V1aR counter	OXTR potentiator
O=C(O)c1cc(C2CC2)nn1-c1ccccc1	103	2	10	8	1.4	1	-6	4.6	-18
Cc1nn(-c2ccccc2)c(NC(=O)c2cccs2)c(-c2ccccc2Cl)c1=O	103	-4	-5	14	-1.1	4	-7	-2.4	-11
CCOC(=O)CSc1nnc(-c2ccc3ncccc3c2)n1C	80	-14	0	x	-0.3	-6	7	-2.0	-8

# Following part.
compound	MEKK2 WT-MEK5	MEKK2 mut-MEK5	M18AAP inhibitor	NALP1 yeast inh	OXTR agonist	GalR3 antagonist	GPR7 antag	V1aR counter	OXTR potentiator
CCC(CC)NC(=O)CCc1nc2ccccc2c(=O)[nH]1	101	7	14	-161	0.3	-3	-6	0.1	-3
CCCCn1c(N)c(N(CC(C)C)C(=O)c2oc3ccc(Br)cc3c2C)c(=O)[nH]c1=O	x	x	x	x	-1.8	-6	x	-0.9	-4
CC1=CC(C)(C)Nc2ccc(OC(=O)CN3C(=O)c4cccc5cccc(c45)C3=O)cc21	x	x	18	23	-0.5	-9	9	0.3	-1
COCCNC(=O)c1ccccc1NC(=O)c1cc(OC)cc(OC)c1	97	-2	2	22	-0.2	0	-14	-0.8	-10
COc1cccc(NC(=O)CSc2nnc(Cn3nnc4ccccc43)n2C)c1	92	5	-9	-87	0.4	-4	-5	0.2	-9
CCCn1c(=N)n(CC(=O)OCC)c2ccccc21	101	4	-3	12	5.4	0	-7	-0.2	-13
CCOc1cccc2cc(C(=O)NCc3ccccc3)c(=N)oc12	99	-1	5	2	-0.3	x	-20	0.0	-2
Cc1ccc(Nc2nnc(SCC(=O)NCCN3C(=O)CSC3=O)s2)cc1	102	0	11	31	-1.8	-6	6	-0.3	-15
Fc1ccc(N2CCN(C(c3cccs3)c3nnnn3CCc3ccccc3)CC2)cc1 (configuration not stated)	104	8	-1	-38	1.3	-7	-8	0.7	-13
c1cc2c(cc1Nc1nc(-c3ccc4c(c3)OCO4)cs1)OCCO2	91	-9	4	x	-0.4	-3	-5	-0.8	0

# Structures listed above shown as hits in GalR3 antagonist.
Compound	MEKK2 WT-MEK5	MEKK2 mut-MEK5	M18AAP inhibitor	NALP1 yeast inh	GalR3 antagonist	GPR7 antag
CCCOc1ccc(Cn2c(=O)oc3ccc(C)cc32)cc1OC	96	-3	8	6	14*	7
